Screening data from PubChem BioAssay.
CAL PDZ FP-1 – CAL PDZ (human) peptide binding inhibition. inhibition, % at 24.9 µM. purified CAL PDZ, TMR-peptide fluorescence polarization, 1 h. actives 0.92% (n = 300,000). Q9HD26. AID 602252;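 active = mean inhibition of at least 30% with at least half of replicates also reaching 30%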;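 also: 0% = DMSO neutral control and 100% = excess unlabeled competitor peptide PRC23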
RTF Ca sens inh – cardiac RTF calcium desensitization; IANBD-labeled cardiac RTF, Ca2+ fluorescence; inhibition, % at 7.15 µM; actives 0.12% (n = 340,000);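 active = inhibition above the mean inhibition of all tested compounds plus 3 SD, cut at about 17% in these data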;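 also: assay run at fixed EC70 calcium of 1.6 mM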
DAGLB inh – blocks human DAGLB lipase activity; Q8NCG7; HEK293T DAGLB membrane lysate, EnzChek fluorogenic substrate; inhibition, % at 5.17 µM; actives 0.059% (n = 340,000); AID 504411; in the data active = inhibition above about 34%;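 also: 0% = enzyme with vehicle and 100% = wells lacking enzyme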
Keap1-Nrf2 PPI – inhibitors of human Keap1-Nrf2 protein-protein interaction; Keap1 Kelch-Nrf2 peptide fluorescence polarization, 1536-well; inhibition, % at 9.4 µM; actives 0.15% (n = 340,000); in the data active = inhibition above about 12%;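 also: human Keap1 Kelch domain with fluorescein labeled Nrf2 9mer peptide probe; 0% = neutral control wells and 100% = peptide positive control; higher means more block of Keap1 binding to Nrf2 peptide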
Target sequence (Q14145 whole entry, looked up, the tested form may be a part): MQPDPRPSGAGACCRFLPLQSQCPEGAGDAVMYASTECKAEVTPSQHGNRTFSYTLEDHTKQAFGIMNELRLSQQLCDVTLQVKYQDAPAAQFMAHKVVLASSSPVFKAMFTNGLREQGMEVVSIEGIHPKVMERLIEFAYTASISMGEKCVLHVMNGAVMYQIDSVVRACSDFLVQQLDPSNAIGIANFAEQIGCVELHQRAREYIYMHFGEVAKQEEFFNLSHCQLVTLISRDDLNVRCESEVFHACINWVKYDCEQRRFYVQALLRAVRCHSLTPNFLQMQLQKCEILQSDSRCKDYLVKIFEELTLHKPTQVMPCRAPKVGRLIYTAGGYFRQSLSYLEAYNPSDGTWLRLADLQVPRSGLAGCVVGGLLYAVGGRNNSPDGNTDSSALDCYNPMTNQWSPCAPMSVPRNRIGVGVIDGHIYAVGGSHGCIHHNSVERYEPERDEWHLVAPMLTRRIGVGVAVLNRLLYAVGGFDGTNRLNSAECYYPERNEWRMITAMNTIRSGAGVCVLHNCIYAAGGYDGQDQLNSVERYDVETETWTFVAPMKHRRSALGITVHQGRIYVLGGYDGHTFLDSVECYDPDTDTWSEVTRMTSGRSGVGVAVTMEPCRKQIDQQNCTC
Pemphigus Ab inh – blocks pemphigus antibody binding to human desmoglein-3; DSG3-coupled beads, scFv-anti-DSG3-GFP binding, flow cytometry; active compounds read low; binding (percent of control), % at 10 µM; P32926; actives 0.48% (n = 310,000);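 active = binding more than 3 SD below its plate's average and above zero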;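 also: hits lower antibody fragment binding to DSG3; some compounds called inactive have numbers as strong as hits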
V-ATPase pH – yeast V-ATPase proton transport regulation by pHLuorin; S. cerevisiae, pHLuorin cytosolic pH fluorescence; response, % at 10 µM; actives 0.37% (n = 350,000); AID 504577; in the data active = response mostly above about 7.3%, no sharp cut-off; inactive = mostly below about 5.4%; also: actives read high; inactives centre near 0; some compounds called inactive have numbers as strong as hits; reference of the scale not given here
Arr AP2 block – blocks beta-arrestin peptide binding to AP2 adaptin. FITC-arrestin peptide / GST-AP2 beads, flow cytometry; AP2 beta2 appendage carries R879A mutation. inhibition, % at 10 µM. actives 0.31% (n = 340,000). AID 504490;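 active = inhibition above a set limit, near 3 SD of compounds lacking own fluorescence, cut at about 54% in these data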;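 also: plate controls were DMSO wells for no effect and 5 µM unlabelled arrestin peptide for full effect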
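System: GST-AP2 R879A glutathione beads. Medium: PBS with 0.05% Tween 20 and 0.1% BSA. Also added: FITC-arrestin peptide, 50 nM. Incubation: 12 min plus 1 h, RT. Measured by: high-throughput flow cytometry of beads, ex 488, em 535 nm. Evaluation: percent drop in bead-associated FITC signal.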
NSD2 HMT inh – inhibitors of human histone methyltransferase NSD2; actives 0.54% (n = 310,000); O96028; inhibition, % at 12.5 µM; AID 743445; NSD2 peptide methylation, AlphaScreen, 120 min; in the data active = inhibition above about 50%
CAL PDZ FP-2 – inhibitors of human CAL PDZ peptide binding; Q9HD26; purified CAL PDZ, TMR-peptide fluorescence polarization, 1 h; inhibition, % at 20 µM; actives 0.02% (n = 330,000); AID 504414;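 active = highest replicate inhibition of at least 40%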;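 also: plate controls were DMSO neutral control wells for no effect and unlabeled competitor peptide control wells for full effect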
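Material: tagged CAL PDZ domain; buffer or medium: 25 mM sodium phosphate pH 7.4, 150 mM NaCl, TCEP, IgG, Thesit; compound dosing: single point, 20 µM; schedule: 1 h incubation at room temperature before polarization reading; measured by: FP readout, S and P plane fluorescence; read-out basis: percent inhibition from loss of millipolarization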
LANA DNA inh – blocks KSHV LANA C-terminal domain binding to DNA. AID 504423. actives 0.078% (n = 340,000). inhibition, % at 9 µM. MBP-C-LANA/FAM-LBS DNA binding, fluorescence polarization;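 active = highest replicate inhibition at or above 60% at 9 µM, even if other replicates fall short; inactive = all replicates below 60% inhibition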;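 also: 0% = neutral control wells and 100% = 4 µM acridine orange control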
Starred values were filed as active, the others as inactive; i = inactive; . = not tested or not shown. A portion of the library, so the mix of outcomes need not match the whole.

SMILES	CAL PDZ FP-1	RTF Ca sens inh	DAGLB inh	Keap1-Nrf2 PPI	Pemphigus Ab inh	V-ATPase pH	Arr AP2 block	NSD2 HMT inh	CAL PDZ FP-2	LANA DNA inh
Cn1c(=O)[nH]c(=O)c2c1nc(N/N=C/C(Br)=C/c1ccccc1)n2CCO	.	4	1	-4	106	-4	31	0	-0.2	-1.7
CC(=O)NC12CC3CC(C1)CC(C(=O)N1CCN(C(=O)c4ccco4)CC1)(C3)C2	.	-1	0	-5	.	1	-1	-2	-0.2	-1.4
CCOc1ccc(NC(=O)N2CCC(c3ccc(C)cc3)C2)cc1 (centres undefined)	-1	-32	-7	-4	.	-1	18	2	-1.8	0.9
CC(C)CC(=O)N1CCN(Cc2ccccc2Br)CC1	-1	-5	-2	2	119	-2	-9	1	0.2	0.4
COc1cccc(CNCc2ccc(SC)cc2)c1OC	10	-3	0	-2	98	-2	-12	0	-0.1	0.1
CCN(C(=O)CN1C(=O)c2ccccc2S1(=O)=O)C1CCCCC1	-2	0	3	-3	106	-1	-7	8	-2.5	-0.3
CC1(C)CC(NC(=O)CCC2CCCC2)CC(C)(C)N1	-6	-3	-2	2	104	1	-10	-3	.	2.0
COc1ccc(N2CCN(CCNC(=O)Nc3ccc(Cl)cc3)CC2)cc1	-4	0	-1	2	103	-3	29	3	.	1.9
O=C(NCc1ccccc1C(F)(F)F)C1CCC(=O)N(C2CCCCCC2)C1 (centres undefined)	2	-6	0	-3	112	-3	-10	-7	-1.9	0.5
CCOC(=O)CN1CCC(C2(c3cc4ccccc4[nH]3)OCCO2)CC1	.	.	-2	.	99	-1	.	0	.	.
CCN(CC(=O)NC(=O)Nc1ccccc1F)Cc1ccccc1	-5	-6	-8	1	101	0	-1	-3	-2.4	-0.2
CC1=C(C)CC(C(=O)NNC(=O)c2csc3c2CCC(C(C)(C)C)C3)C(C(=O)O)C1 (centres undefined)	2	-5	3	1	104	0	10	2	-0.5	0.5
CCOC(=O)c1csc(NC(=O)CSc2nnnn2-c2ccc(OC)cc2)n1	0	8	4	1	85	.	4	-5	-1.5	-1.3
COc1ccc(NC(=O)C2CCCN2C(=O)Nc2ccc(OC)cc2)cc1 (centres undefined)	-5	-17	0	1	.	-1	2	-5	-1.5	0.7
C[C@H](NC(=O)c1[nH]cnc1C(=O)Nc1ccccc1)c1ccccc1	-2	-10	-3	2	103	4	7	.	0.1	-0.3
CCc1cccc(CC)c1NC(=O)CO/N=C(\C)c1cccs1	1	6	-4	-8	107	-2	17	-1	-0.4	1.7
COc1ccc(NC(=O)CSc2nc(N)cc(N)n2)cc1S(=O)(=O)N1CCCCC1	3	-6	0	3	102	1	-11	-5	-3.6	-0.3
CCSc1nc(-c2ccccc2)c(-c2ccccc2)n1CC(O)CO (centres undefined)	-3	-3	-2	2	106	-2	7	-2	-2.4	-0.6
CCN(Cc1cnn(C)c1)Cc1nc(C(c2ccccc2)c2ccccc2)no1	-3	3	-2	0	91	-4	1	2	-4.2	1.7
CC(=NNC(=S)Nc1ccc(C)cc1)c1ccccn1	0	2	10	3	90	-6	50	21	-0.3	-1.6
Cc1ccc(NC(=O)C(c2ccc(Cl)cc2)N2CCCCC2)cc1 (centres undefined)	-2	-1	-1	-5	106	-1	0	-2	-1.0	0.8
N#C/C(=C\c1ccccn1)c1nc2ccccc2s1	-4	-59	-23	-14	104	-1	-21	-2	-2.0	-7.7
CCn1c(SCC(=O)N2c3ccccc3CC2C)nnc1-c1ccco1 (centres undefined)	-3	3	0	2	.	-5	-1	1	-0.8	0.6
CCCN(CC(=O)Nc1ccccc1C)C(=O)c1cn2ccccc2n1	1	3	-3	-5	105	1	-12	1	-0.3	-0.4
CC(C)(C)OC(=O)N/N=C\c1ccc(OC(=O)c2ccco2)cc1	-5	-5	-2	1	93	-1	4	6	.	-0.9

More structures follow.
SMILES	CAL PDZ FP-1	RTF Ca sens inh	DAGLB inh	Keap1-Nrf2 PPI	Pemphigus Ab inh	V-ATPase pH	Arr AP2 block	NSD2 HMT inh	CAL PDZ FP-2	LANA DNA inh
O=C(CNC(=O)c1cccc(S(=O)(=O)N2CCc3ccccc32)c1)Nc1ccccc1Br	.	-6	0	-1	102	-1	3	-3	-1.3	-1.1
O=C(c1ccc(=O)[nH]c1)N(Cc1ccco1)C1(C(=O)NC2CCCC2)CCCCC1	-1	3	-1	-3	110	0	5	2	-1.5	0.5
Cc1ccc(NC(=O)CN2CCc3ccccc3C2)cc1F	-3	4	-6	-3	85	-1	-5	.	-0.6	0.5
O=C(OCc1nnc(-c2ccccc2)o1)c1ccco1	-4	-7	2	4	107	6	3	0	0.4	-0.1
O=C(CSc1nc(NS(=O)(=O)c2ccccc2)cc(=O)[nH]1)Nc1ccc(Cl)cc1	.	-6	5	-7	104	8	-10	.	-1.1	0.8
O=C1/C(=C/c2ccc(N3CCCC3)cc2)NC(=S)N1C1CC1	-2	-152	-93	-32	201	5	-1	4	-3.0	-4.3
Cc1cc(Cl)cc(C)c1OCC(=O)O	-4	-1	6	-7	111	-1	8	36	-0.3	1.2
O=C(Nn1cnnc1)c1cc2cc(Br)ccc2oc1=O	4	-3	1	-3	98	-3	6	0	-0.8	1.6
CC(=O)c1cc(CC(=O)N2CCc3c([nH]c4ccccc34)C2c2ccccn2)cs1 (centres undefined)	-1	0	0	-5	102	-2	16	-3	0.9	-0.2
c1ccc(-n2nnnc2NCCc2c[nH]c3ccccc23)cc1	-1	-2	-2	5	104	-3	24	-1	.	-1.1
C=CCOc1ccc(/C=C/C(=O)N2CCCN(S(=O)(=O)c3c(C)noc3C)CC2)cc1	-3	-12	0	.	104	6	-12	1	-1.8	.
C=CCNC(=S)Nc1ccc(C)c(S(=O)(=O)N2CCCCC2)c1	-3	1	-2	-4	.	-1	-17	-3	34	0.7
O=C1CSC(c2ccco2)N1 (centres undefined)	-2	-5	-2	-2	.	1	-2	2	-2.3	0.7
Nc1ccc2c3c(cccc13)C(=O)N(c1ccccc1)C2=O	-1	i	-201	31*	112	-3	3	-2	0.2	19
Cc1c(C)c2ccc(OC(C)C(=O)NCc3ccccn3)cc2oc1=O (centres undefined)	-1	0	1	3	101	-1	26	3	-2.4	0.4
CC(C)(C)OC(=O)N[C@@H](Cc1ccccc1)c1nnc(SCC(=O)O)o1	-1	5	-1	1	105	-5	32	29	-1.6	0.8
O=C(COc1ccc([N+](=O)[O-])cc1Cl)N1CCc2ccccc21	10	-9	-4	6	95	2	5	-1	0.3	-0.4
CCn1c(SCC(=O)Nc2cc(C)on2)nnc1-c1cccnc1	.	-5	-1	-3	95	0	0	19	-2.9	1.2
COc1cc(OC)c(NC2c3ccccc3C(=O)N2c2cc(C)ccn2)cc1Cl (centres undefined)	.	-5	-2	-2	99	1	-1	.	-1.0	0.4
O=C(O)CSc1c2c(nc3cc(C(=O)N4CCCC4)ccc13)CCCC2	.	-7	2	-5	98	-4	2	0	-1.4	0.3
Cc1ccccc1NC(=O)Cc1nc(COC(=O)c2cccc(C)c2O)cs1	.	6	-5	1	.	2	-8	-2	-1.0	1.9
Cc1ccccc1SCC(=O)Nc1ccc(N2CCOCC2)cc1	2	6	2	-2	102	-1	30	3	-0.9	0.2
O=C(Nc1ccccc1)c1ccccc1NC(=O)C1CCCCC1	-1	1	-5	-1	100	1	-3	-4	-0.6	1.9
Cc1cc(NC(=O)CN2C(=O)NC(C)(CC(C)C)C2=O)no1 (centres undefined)	-5	-5	-2	3	109	-2	39	22	-2.3	-0.9
O=C(COc1ccc(-n2cnnn2)cc1)Nc1cccc(Cl)c1Cl	.	-3	-5	-4	.	-2	3	-1	-0.1	0.4

The listing continues:
SMILES	CAL PDZ FP-1	RTF Ca sens inh	DAGLB inh	Keap1-Nrf2 PPI	Pemphigus Ab inh	V-ATPase pH	Arr AP2 block	NSD2 HMT inh	CAL PDZ FP-2	LANA DNA inh
CCCn1nnnc1-c1cc(Cl)cc(Cl)c1	-4	-3	-3	-6	100	4	7	7	0.6	0.1
CC(OC(=O)c1nc(Cl)ccc1Cl)C(=O)Nc1ccccc1F (centres undefined)	.	1	1	-1	93	6	2	-1	0.4	-1.7
Cn1cc(C(=O)Nc2ccc3c(c2)CCC3)cn1	-5	-2	1	-3	102	0	.	-1	-3.0	0.3
CCOc1ccc2nc(SCC(=O)NCc3ccco3)sc2c1	-2	-3	-4	2	93	1	-5	129*	-1.1	1.8
COc1ccc(-c2nn(-c3ccccc3)cc2CNC(=O)c2cccc([N+](=O)[O-])c2)cc1	-2	-10	0	1	83	0	-1	-1	-2.0	1.8
CCOC(=O)c1[nH]c(C)c(C(=O)OCC(=O)NC(C)c2ccc(F)cc2)c1C (centres undefined)	.	-3	-1	-2	98	3	44	-1	-0.9	-1.2

Another view of part of the listing above.
Second line of a record: CAL PDZ FP-1 | RTF Ca sens inh | DAGLB inh | Keap1-Nrf2 PPI | Pemphigus Ab inh | V-ATPase pH | Arr AP2 block | NSD2 HMT inh | CAL PDZ FP-2 | LANA DNA inh
Cn1c(=O)[nH]c(=O)c2c1nc(N/N=C/C(Br)=C/c1ccccc1)n2CCO
    . | 4 | 1 | -4 | 106 | -4 | 31 | 0 | -0.2 | -1.7
CC(=O)NC12CC3CC(C1)CC(C(=O)N1CCN(C(=O)c4ccco4)CC1)(C3)C2
    . | -1 | 0 | -5 | . | 1 | -1 | -2 | -0.2 | -1.4
CCOc1ccc(NC(=O)N2CCC(c3ccc(C)cc3)C2)cc1 (centres undefined)
    -1 | -32 | -7 | -4 | . | -1 | 18 | 2 | -1.8 | 0.9
CC(C)CC(=O)N1CCN(Cc2ccccc2Br)CC1
    -1 | -5 | -2 | 2 | 119 | -2 | -9 | 1 | 0.2 | 0.4
COc1cccc(CNCc2ccc(SC)cc2)c1OC
    10 | -3 | 0 | -2 | 98 | -2 | -12 | 0 | -0.1 | 0.1
CCN(C(=O)CN1C(=O)c2ccccc2S1(=O)=O)C1CCCCC1
    -2 | 0 | 3 | -3 | 106 | -1 | -7 | 8 | -2.5 | -0.3
CC1(C)CC(NC(=O)CCC2CCCC2)CC(C)(C)N1
    -6 | -3 | -2 | 2 | 104 | 1 | -10 | -3 | . | 2.0
COc1ccc(N2CCN(CCNC(=O)Nc3ccc(Cl)cc3)CC2)cc1
    -4 | 0 | -1 | 2 | 103 | -3 | 29 | 3 | . | 1.9
O=C(NCc1ccccc1C(F)(F)F)C1CCC(=O)N(C2CCCCCC2)C1 (centres undefined)
    2 | -6 | 0 | -3 | 112 | -3 | -10 | -7 | -1.9 | 0.5
CCOC(=O)CN1CCC(C2(c3cc4ccccc4[nH]3)OCCO2)CC1
    . | . | -2 | . | 99 | -1 | . | 0 | . | .
CCN(CC(=O)NC(=O)Nc1ccccc1F)Cc1ccccc1
    -5 | -6 | -8 | 1 | 101 | 0 | -1 | -3 | -2.4 | -0.2
CC1=C(C)CC(C(=O)NNC(=O)c2csc3c2CCC(C(C)(C)C)C3)C(C(=O)O)C1 (centres undefined)
    2 | -5 | 3 | 1 | 104 | 0 | 10 | 2 | -0.5 | 0.5
